Assay outcomes: PubChem BioAssay, Southern Research Specialized Biocontainment Screening Center
Salmonella PhoP GFP: PhoP regulon inhibitors, Salmonella typhi PhoP promoter GFP reporter, confirmatory (AID 1850); Salmonella Typhi PhoP-promoter GFP reporter, fluorescence, 4 h; higher % means a stronger effect; one-dose inhibition, % at 50 µM; IC50 in µM for titrated hits; 310,000 tested, 0.33% active; in the data active = a potency from the dose series; inconclusive = inhibition mostly from about 25% at the one dose, without a potency; inactive = the rest, 99 in 100 with inhibition below about 19%;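 note: 0% = induced wells with vehicle and 100% = uninduced wells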
M. tuberculosis: growth inhibition of non-replicating M. tuberculosis (AID 488890) | Mycobacterium tuberculosis non-replicating, growth inhibition; higher % means a stronger effect | inhibition, % at 25 µM, or IC50 in µM where a hit was titrated | 320,000 tested, 0.39% active; in the data active = a potency from the dose series; inconclusive = inhibition mostly from about 82% at the one dose, without a potency; inactive = the rest, 99 in 100 with inhibition below about 76%;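 note: plate controls were DMSO cells for no effect and high antibiotic wells for full effect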
inhibitors of VEEV: inhibitors of VEEV TC-83 cytopathic effect, confirmation, Vero cells (AID 588727); Vero cells, VEEV TC-83 cytopathic effect inhibition; higher % means a stronger effect; inhibition, % at 20 µM; hits with a dose series show IC50 in µM; 350,000 tested, 0.13% active; in the data active = a potency from the dose series; inconclusive = inhibition mostly from about 14% at the one dose, without a potency; inactive = the rest, 99 in 100 with inhibition below about 12%; note: strong numbers were not always called active
M. tuberculosis HTS: M. tuberculosis growth inhibition, HTS (AID 449762) | M. tuberculosis H37Rv growth inhibition, 7H9 media; higher % means a stronger effect | inhibition, % at 25 µM; hits with a dose series show IC50 in µM | 330,000 tested, 0.59% active; in the data active = a potency from the dose series; inconclusive = inhibition above about 70% without an active follow-up result;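 note: bacterial growth assessed after seven days of incubation; strong numbers were not always called active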
H1N1 NS1A inhibition: H1N1 influenza NS1A inhibitors, functional cell based assay (AID 504329). NS1A functional cell-based assay, percent inhibition; higher % means a stronger effect. 340,000 tested, 0.3% active. one-dose inhibition, % at 12.5 µM; IC50 in µM for titrated hits; in the data active = a potency from the dose series; inconclusive = inhibition above about 27% without an active follow-up result; note: strong numbers were not always called active
inhibitors of VEEV 10K pilot screen: recorded beside inhibitors of VEEV, whose call it bears; inhibition, %; measured here: 10K pilot screen inhibition
Starred values were filed as active, the others as inactive; i = inactive; ? = inconclusive; / = not tested or not shown; & = joins results of further samples.

SMILES	Salmonella PhoP GFP	M. tuberculosis	inhibitors of VEEV	M. tuberculosis HTS	H1N1 NS1A inhibition	others
COc1ccccc1C(=O)NCC(=O)OCC(=O)Nc1cccc(S(=O)(=O)N(C)C)c1	2%	-12%	1.2%	0%	-21%
COc1ccc(O)c(-c2cc(-c3ccccc3Cl)[nH]n2)c1	-15%	2%	5.9%	63%	-10%
CCN1CCN(CCC(=O)Nc2cc(C)ccc2C)CC1	-8%	11%	i	3%	-3%
COc1ccc(NC(=O)CSc2nnc(-c3ccc(C)cc3)n2N)cc1	12%	41%	0.4%	2%	-1%	inhibitors of VEEV 10K pilot screen=1.3
Brc1ccc2oc3c(N4CCOCC4)ncnc3c2c1	/	/	1.8%	/	4%
O=C1CC(c2cccc(Oc3ccccc3)c2)NC(=O)N1 (stereo not given)	-2%	21%	0.5%	-5%	5%
Cc1ccc(NC(=O)c2cccc(C(=O)OC(C)C)n2)c(Br)c1	-7%	39%	i	20%	-11%
CC(=O)N1CCc2cc(Br)cc(S(=O)(=O)N3CCCCCC3)c21	-9%	13%	0.8%	-13%	4%
COC(=O)c1nnn(Cc2ccccc2)c1N	-6%	-1%	i	-3%	3%
COc1ccc(CN2C(=O)N(c3ccccc3)C(=O)C2CC(=O)Nc2ccccc2)cc1OC (stereo not given)	-5%	20%	1.1%	7%	-2%
CCCCN(NC(C)=O)c1nc(Cl)nc(NC(C)C)n1	-12%	9%	0.9%	0%	3%
Cc1cc(C)cc(NS(=O)(=O)c2ccc3oc(=O)ccc3c2)c1	-6%	10%	i	-2%	5%
COc1ccc(OC)c(N=Cc2c(O)[nH]c3ccccc23)c1	-4%	-5%	7.6%	-3%	2%
Cc1onc(-c2ccccc2Cl)c1C(=O)OCC(=O)Nc1ccc2c(c1)OCO2	-8%	28%	6.6%	-3%	2%
CCOc1cc(/C=C2/C(=N)N3N=C(CC)SC3=NC2=O)ccc1OC(=O)c1ccco1	-7%	?	9.8%	55%	-2%
c1ccc(-n2nnc3ccccc32)nc1	5%	0%	2.2%	-1%	-1%
Cc1ccc(C(C)C)c(OCc2n[nH]c(=S)o2)c1	-10%	-2%	1.4%	8%	0%
CCCc1c(C)c2c(C)[nH]nc2oc1=O	-16%	7%	i	4%	-1%
Cc1ccc(C)c(N2CCN(C(=O)C3CCCN(S(=O)(=O)c4c(C)noc4C)C3)CC2)c1 (stereo not given)	5%	39%	6.1%	?	18%
CN1CCN(Cc2nc3c(c(=O)n(C)c(=O)n3C)n2CCCc2ccccc2)CC1	2%	-7%	3.1%	-10%	7%
O=C(COC(=O)c1cc(=O)[nH]c2ccccc12)Nc1nccs1	-16%	0%	2.8%	-14%	3%
O=C(Nc1cccc(Cl)c1)O/N=C\c1ccncc1	15%	-17%	0.7%	-4%	-2%
O=C1C2CC=C(Cl)CC2C(=O)N1CCN1CCOCC1 (stereo not given)	-11%	-3%	2.0%	-7%	-16%
c1ccc(-c2nc3cnccn3c2Nc2ccc3c(c2)OCCO3)cc1	-12%	36%	6.2%	-11%	21%
NC(=O)Cn1c(=O)n(Cc2ccccc2)c(=O)c2cccnc21	-7%	-4%	0.1%	-8%	-15%
COc1ccccc1OCC(=O)O	-28%&2%	3%&-11%	0.8%	1%&-17%	-3%&16%
CCc1nc(SCC(=O)Nc2ccc(C(=O)O)cc2)n[nH]1	/	-3%	1.3%	2%	-3%
O=C(O)c1cccc(-n2cccc2/C=C2/NC(=O)N(c3ccc(Cl)cc3)C2=O)c1	/	/	0.9%	/	12%
Fc1ccc(-c2n[nH]c(=S)n2-c2ccc3c(c2)OCCO3)cc1	-6%	-14%	1.1%	12%	-1%
COc1cccc(NC(=O)C2CCN(Cc3cnn(-c4ccccc4)c3-n3cccc3)CC2)c1	-7%	48%	5.8%	48µM*	-2%
C=C(C)c1cccc(C(C)(C)NC(=O)NC(c2ccccc2)c2ccc(OC)cc2)c1 (stereo not given)	-5%	3%	1.8%	-4%	-4%
COCCNC(=O)CCC1CCN(C/C=C/c2ccccc2OC)CC1	2%	7%	0.0%	5%	0%
Nc1ccccc1C#Cc1ccccc1	-2%	45%	i	-10%	-4%	inhibitors of VEEV 10K pilot screen=0.0
CC(C)(C)c1cc(NC(=O)C2CCCO2)no1 (stereo not given)	0%	29%	3.9%	-5%	5%
CCCn1nc(C(=O)Nc2ccc3c(c2)OCO3)c2ccccc2c1=O	/	21%	9.8%	5%	8%
O=C(NCc1ccc2c(c1)OCO2)c1ccccc1	9%	74%	i	2%	14%

Some of these compounds in order of length of the SMILES, lowest first:
SMILES	Salmonella PhoP GFP	M. tuberculosis	inhibitors of VEEV	M. tuberculosis HTS	H1N1 NS1A inhibition	others
CC(C)(C)c1cc(NC(=O)C2CCCO2)no1 (stereo not given)	0%	29%	3.9%	-5%	5%
COCCNC(=O)CCC1CCN(C/C=C/c2ccccc2OC)CC1	2%	7%	0.0%	5%	0%
CCCn1nc(C(=O)Nc2ccc3c(c2)OCO3)c2ccccc2c1=O	/	21%	9.8%	5%	8%

Additional structures follow:
SMILES	Salmonella PhoP GFP	M. tuberculosis	inhibitors of VEEV	M. tuberculosis HTS	H1N1 NS1A inhibition	others
Cc1cc(C)nc(SCc2ccc(C(=O)N/N=C/c3ccco3)cc2)n1	-11%	9%	1.0%	4%	-4%
COC(=O)c1ccc(N/C(=N/S(=O)(=O)c2ccccc2)c2ccccc2)cc1	-14%	6%	1.6%	4%	7%
COc1ccc(Br)cc1/C=C(\C(=O)O)c1ccc(S(=O)(=O)N2CCCCC2)s1	/	35%	2.9%	-6%	-1%
O=C(NCc1ccco1)c1ccc2c(c1)S(=O)(=O)c1ccccc1C2=O	0%	-4%	4.5%	-2%	6%
COC(=O)c1ccc(COC(=O)CNS(=O)(=O)c2ccccc2)cc1	1%	28%	1.2%	5%	-1%
O=C1CN(c2nnnn2-c2ccccc2)CCN1	-3%	-1%	i	-5%	2%
COCCN1C(=O)c2oc3cc(C)c(C)cc3c(=O)c2C1c1cccc(O)c1 (stereo not given)	7%	31%	1.5%	-7%	4%
Cc1csc(NC(=O)C2CCCO2)n1 (stereo not given)	8%	0%	1.8%	1%	8%
Cc1cnc(NC(=O)Cc2cccs2)s1	5%	7%	0.5%	2%	0%
COC(=O)C1=CN(Cc2cccs2)C=C(C(=O)OC)C1c1cccc(Cl)c1	14%	-5%	7.0%	2%	-2%
CCc1nc(SCC(=O)Nc2ccc(F)cc2)c2c(=O)n(C)c(=O)n(C)c2n1	-3%	14%	1.0%	7%	-1%
O=C(NCc1ccccc1Cl)c1cccc(OC2CCN(C(=O)C3CC3)CC2)c1	-13%	28%	7.5%	6%	-11%
O=C(COc1ccc(Cl)cc1Cl)NC(=S)Nc1ccccc1C(=O)O	-1%	60%	/	-7%	/
C=CCn1c(SCc2nc3ccccc3nc2C)nnc1-c1ccoc1C	6%	14%	1.8%	-6%	-14%
O=C(/C=C/c1cccc([N+](=O)[O-])c1)N1CCN(S(=O)(=O)c2cccs2)CC1	13%	-13%	6.3%	10%	-4%
COc1ccc(/C=N/NC(=O)c2ccc3ccccc3c2)cc1OS(=O)(=O)c1ccc(NC(C)=O)cc1	10%	23%	4.3%	48%	4%
O=C1OC(C(=O)Nc2ccccc2)Cc2ccccc21 (stereo not given)	-9%	23%	0.1%	11%	3%
CCn1nc(C(=O)Nc2ccccc2C)c(Cl)c1Cl	-1%	23%	2.9%	7%	4%
O=C(NCc1ccccn1)C12CC3CC(CC(C3)C1)C2	-3%	-13%	1.1%	-1%	-4%
O=C(OCCCCN1C(=O)c2ccccc2C1=O)c1n[nH]c2ccccc12	-1%	0%	2.0%	-4%	7%
S=c1[nH]ccn1Cc1ccccc1	1%	7%	0.3%	5%	-4%
CC1=NN(c2ccccc2)C(=O)C1N=Nc1cccc(O)c1 (stereo not given)	-8%	44%	8.6%	62%	0%
COc1ccccc1/C=C/C(=O)N1CCN(S(=O)(=O)c2cccs2)CC1	/	-8%	8.4%	-7%	-4%
CCn1nc(NS(=O)(=O)c2ccccc2)c2cc3cccc(C)c3nc21	-6%	10%	0.7%	-13%	-12%

Brought forward from above: 4 entries, then new ones.
SMILES	Salmonella PhoP GFP	M. tuberculosis	inhibitors of VEEV	M. tuberculosis HTS	H1N1 NS1A inhibition	others
S=c1[nH]ccn1Cc1ccccc1	1%	7%	0.3%	5%	-4%
CC1=NN(c2ccccc2)C(=O)C1N=Nc1cccc(O)c1 (stereo not given)	-8%	44%	8.6%	62%	0%
COc1ccccc1/C=C/C(=O)N1CCN(S(=O)(=O)c2cccs2)CC1	/	-8%	8.4%	-7%	-4%
CCn1nc(NS(=O)(=O)c2ccccc2)c2cc3cccc(C)c3nc21	-6%	10%	0.7%	-13%	-12%
COc1cccc(C(=O)COc2ccc(NC(=O)c3ccccc3)cc2)c1	/	/	7.9%	/	8%
Cc1ccc(CCNS(=O)(=O)c2ccc(C)cc2)cc1	4%	19%	i	12%	-7%
O=C(CSc1nnc(NC(=O)c2c(F)cccc2F)s1)NC1CC1	1%	2%	3.0%	4%	2%
CC(C)c1oc(=O)cc2c1[C@@H](O)[C@H]1OC(=O)[C@@]3(C)CC[C@@H](O)[C@@]2(C)C13 (stereo not given in full)	7%	17%	?	-6%	13%
N#C/C(=C\c1ccc(-c2nc3ccccc3s2)o1)C(N)=O	-13%	69%	4.7%	54%	6%
CC(=O)c1cccc(NC(=S)NC(=O)c2cccc(C)c2)c1	-8%	36%	4.0%	12%	1%
O=C1c2oc3ccc(Br)cc3c(=O)c2C(c2cccc(F)c2)N1CCO (stereo not given)	16%	18%	0.9%	1%	3%
CC(C)OCCCN1C(=O)c2[nH]nc(-c3ccccc3O)c2C1c1cccc(Cl)c1 (stereo not given)	1%	-19%	3.5%	2%	13%
Cn1c2ccccc2c2nn(-c3ccccc3)c(=O)cc21	1%	-15%	4.4%	9%	6%
CC(c1ccccc1)N1CCN(C(=O)CCl)CC1 (stereo not given)	6%	?	24%	1.3µM*	-7%
N#CCCn1cc(C(=O)N2CCCCC2)c(-c2ccc([N+](=O)[O-])cc2)n1	-6%	-6%	0.6%	-7%	2%
O=C(OCc1cccc(C(F)(F)F)c1)c1ccc[nH]c1=O	-5%	2%	0.7%	11%	-10%
CCOc1ccc(C(=O)NC(C)C2COc3ccccc3O2)cc1 (stereo not given)	3%	8%	1.9%	49%	-17%
CC(=O)N1CCN(c2ccc(NS(=O)(=O)c3ccc(C)cc3)cc2)CC1	-16%	2%	i	2%	-3%
COc1ccccc1Nc1nnc(SCC(=O)c2c(N)n(C3CC3)c(=O)[nH]c2=O)s1	/	4%	1.1%	2%	-24%
CN=c1scc(-c2ccc(Cl)cc2)n1C	2%	-8%	0.8%	-2%	-12%
COc1ccc(C2C(C(C)=O)=C(O)C(=O)N2c2ccc(Br)cn2)cc1 (stereo not given)	-1%	25%	1.4%	7%	10%
CCOC(=O)c1cc2c(C)n(-c3ccc(OCC)cc3)c(C)c2ccc1=O	-1%	41%	0.5%	?	5%
CN1CCN(Cc2c(C#N)c3ccccc3n2C)CC1	3%	4%	0.9%	-9%	-9%
CCC(C)NC(=O)C(CCSC)NC(=O)c1ccccc1 (stereo not given)	3%	0%	2.1%	1%	-19%
CCOC(=O)C1=C(C)OC(N)=C(C#N)C1c1cc2ccccc2nc1N1CCCCC1 (stereo not given)	-4%	/	/	-8%	/
CNCCc1c[nH]c2ccccc12	10%	2%	/	0%	/
Cc1c(C)c2c(OCC(=O)NC3CC3)cc3c(c2oc1=O)CCC(C)(C)O3	-1%	10%	0.6%	-2%	6%
O=C(c1c[nH]c(C(=O)C(Cl)(Cl)Cl)c1)c1ccccc1F	-10%	59%	0.7%	0%	-2%
CCOC(=O)c1cn2cccnc2n1	2%	-11%	0.7%	-9%	5%
Cc1ccc(NC(=O)C(C)N2CCN(C)CC2)cc1S(=O)(=O)N1CCOCC1 (stereo not given)	/	-14%	0.8%	-5%	-9%
COc1cc2nc(CN(C)Cc3ccc(Cl)cc3)[nH]c(=O)c2cc1OC	-8%	22%	1.5%	1%	-8%
CCOC(=O)C1=C(c2ccccc2)Nc2ncnn2C1c1cccc(OC)c1OC (stereo not given)	4%	16%	0.6%	-5%	-6%
CC(=O)Nc1cccc2c1C(=O)N(c1ccc(OC(C)=O)cc1)C2=O	2%	19%	0.5%	-11%	7%
COc1ccc(C2SCC(=O)N2CCCN(C)C)cc1 (stereo not given)	-10%	-3%	i	-11%	1%
O=C(O)c1cccc(N2C(=O)c3ccc(C(=O)c4cccc([N+](=O)[O-])c4)cc3C2=O)c1	-9%	-5%	1.1%	-6%	-14%
